# Screens (PubChem BioAssay)
# CXXC DNA block: inhibitors of human MLL CXXC domain-DNA interaction; AID 2662; 290,000 compounds, 0.037% hits; MLL-CXXC / FITC-HOXA9 DNA fluorescence polarization; Potency, µM (top dose mostly 115 µM), for inactives: at the top dose activity change, negative = inhibition, actives largely listed as inhibitors; Q03164; active means well fitted inhibition curve with a large enough effect in the polarisation, with a control signal flat, not every such curve was filed as active; inconclusive means small, poorly fitted or top-dose-only effect, or effect the other way, or a change in a side signal; inactive means no such curve, though single readings can be large or run the other way; the % refers to the polarisation; further: potency means the concentration at half of the fitted maximal effect
#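 Fluorescence polarization: 7 uM MLL-CXXC (stock) preincubated 5 min with compounds, then 50 nM fluorescein-HOX-A9 DNA (stock) added; 30 min ambient. Buffer 50 mM Tris-HCl pH 7.5, 50 mM NaCl, 1 mM DTT, 0.05% BSA.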
# a7 integrin act: integrin-mediated muscular dystrophy alleviation activation; alpha7betagal myoblasts, beta-gal FDG fluorescence, 48 h; 350,000 compounds, 0.064% hits; Potency, µM (titrated, usually from 38.3 µM), for the others: top-dose activation, hits mostly activators; AID 624291;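 further: potency means the concentration at half of the fitted maximal effect; 100% = response of the positive control SU9516; nearly all actives have a fitted effect of over 60% in size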
#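 Alpha7betagal+/- myoblasts (passage 13) were plated 16-24 hr, then exposed to compounds (1:260 dilution of DMSO stock) for 48 hours at 37C. After MPER lysis, β-galactosidase reporter activity was read as FDG fluorescence (ex 480/em 540) after 30 minutes.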
# ELG1 repair inh: ELG1-dependent DNA repair inhibition. 330,000 compounds, 2.3% hits. Potency, µM (series often up to 46.1 µM), inactives show at the highest dose activity change, negative = inhibition, hits mostly inhibitors. HEK293T ELG1-luciferase reporter, luminescence, 16 h; DNA damage induced by 5-fluorouridine. AID 504467; further: potency means the concentration at half of the fitted maximal effect; on the % scale 0 is the no-effect control and ±100 the full control effect; nearly all actives have a fitted effect of over 55% in size
#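 DMSO vehicle served as the neutral condition. Each well held 2,000 cells given 5-fluorouridine plus compound; after 16 hr at 37 °C/5% CO2, ONE-Glo was added and luciferase measured 30 min later.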
# p53 reactivation: re-activators of mutant p53. H1299 p53-A138V BP100-luciferase reporter, luminescence, 24 h. Potency, µM (top dose mostly 92.2 µM), without a hit: at the top dose activity change, positive = activation, hits mostly activators. 320,000 compounds, 0.063% hits; further: potency means the concentration at half of the fitted maximal effect; % of control where 0% means no effect; nearly all actives have a fitted effect of over 45% in size
#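 p53-null H1299 cells stably carrying temperature-sensitive p53-A138V and a BP100-luciferase reporter were pinned with compounds (4-point, 1:5 series) and held 24 hrs at 37 deg C. Luminescence was read 10 min after detection reagent.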
# TRPV1 ag: human TRPV1 agonism | activation, % at 8.33 µM | 320,000 compounds, 0.19% hits | TRPV1-expressing cells, Fluo-8 calcium influx, agonist mode | AID 540275 | Q8NER1; in the data active means activation above about 80%; inconclusive means between about 30% and that limit; further: 0% is about no effect
#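 TRPV1-expressing cells were cultured overnight at 35.5C and loaded with Fluo-8 calcium dye for 40 to 90 min at room temperature. After a 10 s baseline, compound was added and calcium influx was read kinetically for 3 min (ex 480/em 520 nm).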
# A-T KAP1 phos: potential ataxia-telangiectasia treatment. […] A-T fibroblasts, KAP-1 phosphorylation AlphaLISA; neocarzinostatin DNA damage 30 min before lysis. Potency, µM (series often up to 57.5 µM), inactives show top-dose activation, usual class: activators. 320,000 compounds, 0.19% hits; further: potency means the concentration at half of the fitted maximal effect; % of control where 0% means no effect; nearly all actives have a fitted effect of over 45% in size
#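 hTERT-immortalized A-T patient fibroblasts ([…]), 500 cells/well in OPTI-MEM, 1% FBS, got compounds for 60 min, then NCS for 30 min at 37C. Lysates were then assayed for phospho-KAP-1 by AlphaLISA (anti-pKAP1 donor, anti-KAP1 acceptor beads), 6 hr at 25C.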
# B2AR arrestin: recruits beta-arrestin to the human beta2-adrenergic receptor; P07550; Potency, µM (highest dose often 46.1 µM), for inactives: at the top dose activation, hits mostly activators; 330,000 compounds, 0.02% hits; beta-arrestin recruitment to beta2AR, cell-based reporter;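 further: potency means the concentration at half of the fitted maximal effect; 0% = DMSO controls and full agonism = EC100 isoproterenol or metaproterenol; nearly all actives have a fitted effect of over 65% in size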
# PTAP TSG101 blk: blocks PTAP/TSG101 interaction to inhibit HIV-1 budding | Potency, µM (titrated, usually from 115 µM), inactives show at the top dose activity change, negative = inhibition, usual class: inhibitors | Fluorescence polarization, FITC-PTAP peptide / Tsg101 binding | 340,000 tested, under 10 active | AID 493005 | Q99816; active means well fitted inhibition curve with a large enough effect in the main read-out, with a control signal flat, not every such curve was filed as active; inconclusive means small, poorly fitted or top-dose-only effect, or effect the other way, or a change in a side signal; inactive means no such curve, though single readings can be large or run the other way; further: potency means the concentration at half of the fitted maximal effect; % of control where 0% means no effect
#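 Steps: Tsg101 binding domain dispensed (10 uM final), compounds pinned in DMSO, FITC-labeled PTAP-motif peptide added (50 nM final); after 20 min binding at room temperature, polarization measured.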
# BRCA1 expr up: increases BRCA1 expression; Potency, µM (doses to about 46.1 µM), for the others: top-dose activation, hits mostly activators; 380,000 compounds, 1.1% hits; MCF7-BRCA1-FFLuc reporter, luminescence, 48 h; response scale: scaled: vehicle 0%, 10 µM genistein 100%; AID 624202; further: potency means the concentration at half of the fitted maximal effect; nearly all actives have a fitted effect of over 80% in size; some results filed as inactive show a strong effect at the top dose
#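 Compounds are tested at multiple concentrations on MCF7 BRCA1-luciferase reporter cells seeded at 2000 per well; after 48 h, a single luminescence end-point is taken and curves fitted to the normalized data.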
# TCR activator: activators of T cell receptors. primary human leukocytes, anti-CD3, IL-2 HTRF, 48 h. Potency, µM (titrated, usually from 9.22 µM), for inactives: at the highest dose activation of IL-2 secretion, actives largely listed as activators. 330,000 tested, under 10 active. AID 504894; further: % of control where 0% means no effect
#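 IL-2 release read by HTRF sandwich (Eu cryptate donor, d2 acceptor, 665 nm emission) after 48 hr exposure of primary human leukocytes to compound together with anti-CD3 beads in the absence of co-stimulatory signals.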
# Starred values were filed as active, the others as inactive; ? = inconclusive; . = not tested or not shown; [ ] = dose if it differs, or a comment. Unless noted, the call rests on the fitted dose curve; in most records, active means well fitted curve in the direction sought with a large enough effect; inconclusive means small, poorly fitted or top-dose-only effect, or another doubt; inactive means no such curve, though single readings can be large; an effect the other way counts as inactive or inconclusive.
no.	canonical_smiles	CXXC DNA block	a7 integrin act	ELG1 repair inh	p53 reactivation	TRPV1 ag	A-T KAP1 phos	B2AR arrestin	PTAP TSG101 blk	BRCA1 expr up	TCR activator
1	Cn1c(=O)n(CC(=O)NCC2CCCO2)c(=O)c2c3c(sc21)CCCC3 (stereo not given)	14%	?	2%	-4%	0	10%	0.0%	-1%	-2%	-8%
2	CC(C)NC(=O)NC(=O)CSc1nnc(COc2ccccc2Cl)o1	-5%	3%	20%	6%	10	1%	-0.2%	-5%	4%	3%
3	Cc1cc(N=Cc2cc(Cl)ccc2O)no1	4%	22%	-7%	0%	6	3%	0.0%	.	3%	.
4	O=C(Cc1cccc(NC(=O)C2CCCN(C(=O)C3CCCCC3)C2)c1)Nc1ccc(C(=O)N2CCOCC2)cc1 (stereo not given)	.	9%	.	.	.	.	.	-2%	12%	4%
5	O=C(/C=C/c1cccs1)Nc1sc2c(c1C(=O)O)CCCC2	-8%	-8%	-3%	?	4	-5%	0.3%	-1%	49%	4%
6	Cc1ccccc1NC(=O)C(C)c1cccc(C(=O)c2ccccc2)c1 (stereo not given)	2%	-4%	-8%	0%	15	-4%	-0.5%	-2%	-44%	0%
7	O=C(Cn1ccccc1=O)NCc1ccc(F)cc1	-2%	35%	?	5%	-3	5%	0.1%	-1%	2%	0%
8	CCOC(=O)N1CCN(C(=O)COC(=O)CN(C)S(=O)(=O)c2ccc(NC(C)=O)cc2)CC1	1%	-4%	2%	3%	3	-7%	-0.3%	.	-2%	1%
9	COc1ccccc1-n1c(SCC(=O)NCC2CCCO2)nc2c([nH]c3ccccc32)c1=O (stereo not given)	14%	0%	-1%	-20%	4	6%	2.8%	-3%	-33%	0%
10	Cc1ccc(NC(=O)c2cc(C)nn2-c2ccccc2)cc1	5%	-14%	4%	5%	1	10%	-0.9%	-9%	3%	5%
11	Cc1cc(C(=O)Cn2c(CO)nc3ccccc32)c(C)n1C	12%	-14%	30%	-3%	1	2%	-0.9%	-6%	-3%	0%
12	COc1cccc(CNC(=O)COC(=O)CN(C)S(=O)(=O)c2ccc(NC(C)=O)cc2)c1	-3%	17%	?	24%	1	-1%	-0.6%	0%	-7%	13%
13	COc1ccc(C(=O)NC2CC2)cc1OC1CCN(Cc2ccccc2)CC1	-13%	3%	-4%	9%	4	-1%	1.0%	1%	4%	2%
14	CCN1CCN(c2ccc(NC(=O)c3ccc(OC)c(S(=O)(=O)N4CCCC4)c3)cc2)CC1	.	-11%	0%	?	-6	-3%	-0.7%	2%	3%	1%
15	O=C(Nc1nc2cc3c(cc2s1)OCCO3)C1CCCCC1	.	17%	?	?	?	-5%	-1.0%	-1%	13%	-5%
16	O=C(NNC(=O)c1ccccc1O)c1cccc(Br)c1	10%	0%	?	16%	1	-15%	-0.5%	-5%	-2%	.
17	COc1ccc2c(=O)c3c(=O)n(Cc4ccccc4)c(C(C)C)nc3oc2c1	.	0%	.	.	.	.	.	-5%	-3%	1%
18	COc1cccc(OC)c1C(=O)Nc1ccc(S(=O)(=O)Nc2cc(C)nc(C)n2)cc1	-3%	-29%	21%	-3%	-10	.	0.1%	-5%	0%	-2%
19	CC1(C)C(=O)NC(=O)N1Cc1ccccc1	.	10%	17%	10%	-2	14%	0.2%	2%	-1%	8%
20	N#CCCN(C(=O)c1cc2c(s1)-c1ccccc1S(=O)(=O)C2)c1ccccc1	15%	8%	?	-5%	-1	-2%	0.3%	-7%	0%	-1%
21	O=c1c2ccccc2nc(SCCN2CCOCC2)n1CCc1ccccc1	-11%	-4%	?	0%	?	-6%[11.5 µM]	0.1%	0%	-15%	-5%
22	CCN(C[C@H]1N[C@@](C)(C(=O)OC)[C@H]2C(=O)N(C)C(=O)[C@@H]12)C(=O)c1ccc(C)cc1	.	18%	14%	6%	.	3%	-0.6%	-18%	8%	9%
23	COc1c(O)c(=O)n2c3ccccc3c3ccnc1c32	.	4%	0%	0%	4	30%	0.1%	-4%	0%	-5%
24	CCS(=O)(=O)N1Cc2ccccc2CC1C(=O)Nc1nc2ccccc2[nH]1 (stereo not given)	-13%	-2%	?	25%	-2	3%	-0.2%	-8%	2%	.
25	Cc1ccc2nc(C(=O)N3CCCC(Nc4ccc(F)cc4)C3)cn2c1 (stereo not given)	0%	?	?	5%	?	-1%	-0.4%	-1%	17%	-4%
26	CC1CCCCN1Cc1c(O)ccc2c(=O)c(-c3ccc(Br)cc3)coc12 (stereo not given)	9%	18%	-11%	4%	-1	-3%	-0.4%	-3%	1%	-3%
27	COCCNc1ncnc2c1cnn2Cc1ccc(Cl)cc1	1%	-2%	?	-15%	17	-6%	-0.4%	-5%	-38%	2%
28	COc1ccc(CNC(=O)c2cc(S(=O)(=O)N3CCCCC3)ccc2N2CCOCC2)cc1OC	.	13%	.	.	.	.	.	2%	-14%	0%
29	CCn1c(CNC(=O)c2ccccc2F)nnc1SCCOc1ccccc1	12%	?	8%	4%	0	-2%	0.0%	-2%	-5%	3%
30	O=C(Nc1nc2cc3c(cc2s1)OCO3)C1=COCCO1	32%[activator]	-37%	?	7%	?	-15%	-1.3%	0%	-71%[inhibitor]	-5%
31	CN(CCNC(=O)C1CCN(S(=O)(=O)N2CCOCC2)CC1)CCc1ccccc1	10%	1%	12%	4%	6	8%	0.4%	-1%	-1%	-4%
32	CSc1ccc(CN(C)C(C)C(=O)NCc2ccccc2)cc1 (stereo not given)	3%	11%	?	1%	18	5%	-0.1%	-1%	0%	-5%
33	Cc1ccccc1CC(=O)Nc1ccc(S(=O)(=O)N2CCOCC2)cc1	6%	20%	-11%	.	?	9%	0.2%	-1%	-7%	-2%
34	C#CC(C)(C)NC(=O)c1ccc(-c2ccccc2F)cc1	3%	?	?	0%	?	4%	0.1%	-6%	13µM*	-2%
35	O=C(COC(=O)c1ccc(NS(=O)(=O)c2cccs2)cc1)NCc1ccco1	-7%	-32%	-26%	6%	4	25%	0.0%	0%	-35%	-2%
36	CCCCc1nc2sc3c(c2c(=O)[nH]1)CC(C)(C)OC3	.	-13%	.	.	.	.	.	1%	1%	4%

# Some values from the list:
# CCN(C[C@H]1N[C@@](C)(C(=O)OC)[C@H]2C(=O)N(C)C(=O)[C@@H]12)C(=O)c1ccc(C)cc1 @ A-T KAP1 phos: 3%
# O=C(NNC(=O)c1ccccc1O)c1cccc(Br)c1 @ B2AR arrestin: -0.5%

# The list goes on.
no.	canonical_smiles	CXXC DNA block	a7 integrin act	ELG1 repair inh	p53 reactivation	TRPV1 ag	A-T KAP1 phos	B2AR arrestin	PTAP TSG101 blk	BRCA1 expr up	TCR activator
37	CN1OC[C@@H]2CN(C(=O)CCc3ccccc3)[C@H](c3cccc(-c4ccccc4)c3)C[C@@H]21	.	-20%	.	.	.	.	.	1%	5%	10%
38	Cc1cnc(C(=O)Nc2cccc3cccnc23)cn1	-4%	-59%[inhibitor]	10%	12%	0	-1%	0.4%	-6%	-85%	5%
39	C/C(CC(=O)Nc1cc(Cl)ccc1Cl)=N\NC(N)=S	-6%	2%	3%	2%	-1	-2%	-0.4%	0%	-45%	-13%
40	C=CCOC(=O)C1=C(C)NC(=O)NC1c1ccc(Cl)cc1 (stereo not given)	0%	14%	0%	0%	0	3%	0.4%	-8%	0%	3%
41	Cc1cnc(C(=O)OCC(=O)Nc2ccc(C)c(S(=O)(=O)N3CCOCC3)c2)cn1	.	-1%	15%	0%	.	0%	-0.6%	-4%	-11%	6%
42	O=C(NCCN1CCOCC1)c1cc2c(=O)n3ccccc3nc2n1Cc1ccccc1	-3%	-8%	-15%	-6%	4	33%	-0.3%	-7%	3%	-7%
43	CC(=O)C(Sc1nnnn1-c1ccccc1)C(C)=O	-3%	1%	-6%	-1%	.	0%	-1.0%	-2%	1%	-8%
44	Cc1c(C=O)c(Cl)n(C)c(=O)c1C#N	-4%	-10%	-2%	-5%	0	6%	0.1%	-6%	0%	4%
45	CCCCC1CCC(c2nc(-c3cccnc3)no2)CC1 (stereo not given)	1%	1%	?	7%	-8	35%	0.2%	-2%	64%	3%
46	CCN1C(=O)c2ccc(C(=O)NCc3ccc4c(c3)OCO4)cc2C1=O	1%	0%[7.66 µM]	10%	0%	5	-2%	0.2%	-2%	3%	-1%[46.1 µM]
47	COc1ccc(OC)c(S(=O)(=O)N2CCC(C(=O)Nc3ccc(C)c(C)c3)CC2)c1	-6%	-15%	?	-1%	2	1%	-0.3%	-3%	-60%	-1%
48	Cc1ccc(S(=O)(=O)N2CCOCC2)cc1NC(=O)CNCc1ccccc1Cl	.	13%	?	0%	6	6%	-3.4%	-2%	-22%	-2%
49	O=C(COC(=O)c1cccc([N+](=O)[O-])c1)NC1CCCC1	0%	7%	-3%	9%	5	3%	-0.1%	-1%	2%	8%
